CCHFV vOTU inh: CCHFV vOTU protease inhibition; inhibition, % at 11.5 µM; Pep-AMC fluorescence; actives 0.55% (n = 370,000); in the data active = inhibition above about 30%; note: 0% = vehicle wells with enzyme and 100% = no enzyme wells
Rv3671c protease: inhibitors of M. tuberculosis serine protease Rv3671c | actives 0.048% (n = 320,000) | P9WHR9 | inhibition, % at 5.96 µM | AID 2606; in the data active = inhibition above about 38%;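 note: extracellular domain of Rv3671c used as enzyme; 0% = enzyme with DMSO and 100% = no enzyme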
Target sequence (P9WHR9 whole entry, looked up, the tested form may be a part): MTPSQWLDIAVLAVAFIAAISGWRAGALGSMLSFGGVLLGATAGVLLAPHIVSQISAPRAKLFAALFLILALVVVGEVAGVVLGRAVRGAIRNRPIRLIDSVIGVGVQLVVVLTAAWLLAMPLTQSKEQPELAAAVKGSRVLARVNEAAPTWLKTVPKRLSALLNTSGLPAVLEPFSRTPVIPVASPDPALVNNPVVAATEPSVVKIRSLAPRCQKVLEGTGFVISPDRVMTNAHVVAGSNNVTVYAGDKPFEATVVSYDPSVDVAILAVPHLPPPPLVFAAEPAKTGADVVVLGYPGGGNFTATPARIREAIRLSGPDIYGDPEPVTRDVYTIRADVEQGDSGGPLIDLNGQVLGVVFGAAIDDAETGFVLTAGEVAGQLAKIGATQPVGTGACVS
BoNT-A LC inh2: inhibitors of Botulinum neurotoxin A light chain protease | multiplex microsphere protease substrate cleavage, flow cytometry | inhibition, % at 10 µM | actives 0.17% (n = 360,000) | AID 588499; note: plate controls were buffer without enzyme for full effect and enzyme alone for no effect
VHR inh abs: DUSP3 (human) phosphatase inhibition; P51452; recombinant VHR phosphatase, pNPP absorbance; inhibition, % at 13.3 µM; actives 0.52% (n = 290,000); in the data active = inhibition above about 50%; note: some compounds called inactive have numbers as strong as hits
Target sequence (P51452 whole entry, looked up): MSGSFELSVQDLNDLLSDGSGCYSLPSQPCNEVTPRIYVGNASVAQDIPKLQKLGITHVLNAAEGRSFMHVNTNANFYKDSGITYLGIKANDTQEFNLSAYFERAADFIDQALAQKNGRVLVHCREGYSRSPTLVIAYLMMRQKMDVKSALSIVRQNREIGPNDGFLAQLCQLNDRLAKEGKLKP
MazF activator: activators of E. coli MazEF toxin-antitoxin RNase | P0AE70 | FAM/BHQ RNA-DNA oligo cleavage fluorescence, 5 h | activation, % at 20 µM | actives 0.32% (n = 350,000); in the data active = activation above about 50%
Target sequence (P0AE70 whole entry, looked up): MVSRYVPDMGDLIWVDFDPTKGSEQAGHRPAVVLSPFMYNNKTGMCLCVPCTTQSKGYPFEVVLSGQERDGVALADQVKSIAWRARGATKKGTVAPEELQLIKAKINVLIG
BoNT F protease: BoNT F light chain protease inhibition. Multiplex microsphere protease cleavage assay, flow cytometry. inhibition, % at 10 µM. actives 0.22% (n = 360,000). AID 588497; in the data active = inhibition above about 35%, passing the limit was not always enough; note: plate controls were buffer without enzyme for full effect and enzyme alone for no effect
PriA SSB inh: inhibitors of Klebsiella pneumoniae PriA binding to SSB C-terminal tail | inhibition, % at 33 µM | AlphaScreen SSBct-PriA binding, biotinylated peptide | AID 1272365 | actives 0.6% (n = 430,000); in the data active = inhibition mostly above about 37%, no sharp cut-off; inactive = mostly below about 20%;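 note: plate controls were negative control peptide for no effect and reference peptide for full effect; strong numbers were not always called active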
PrPC TRFRET: reduces human prion protein on the cell surface; P04156; cell surface PrPC, TR-FRET read-out; inhibition, % at 13.8 µM; actives 0.43% (n = 370,000); in the data active = inhibition above about 24%; note: 0% = median of the test wells and 100% = reference compound wells
3CLpro inhibitor: SARS-CoV 3CLpro protease inhibition | recombinant SARS-CoV 3CLpro, quenched FRET peptide cleavage | inhibition, % at 6 µM | actives 0.14% (n = 290,000) | AID 1706; in the data active = inhibition above about 12%
Anthrax LF prot: blocks Bacillus anthracis lethal factor protease | P15917 | multiplex microsphere protease cleavage assay, LF | inhibition, % at 10 µM | actives 0.12% (n = 360,000) | AID 588501; note: plate controls were buffer without enzyme for full effect and enzyme alone for no effect
* hit, by the source's call; i = inactive; . = not tested or not shown; & = joins results of further samples. Cut-off read from the data, not from the text of the source, unless noted: active = inhibition above about 30%; inconclusive = no clear call, values can overlap the other calls; inactive = below that. The list is partial. The share of hits here may be higher or lower than overall.

Keys: A = CCHFV vOTU inh; B = Rv3671c protease; C = BoNT-A LC inh2; D = VHR inh abs; E = MazF activator; F = BoNT F protease; G = PriA SSB inh; H = PrPC TRFRET; I = 3CLpro inhibitor; J = Anthrax LF prot
1: COc1cc(-c2noc(C)c2-c2ccc3[nH]ccc3c2)cc(OC)c1OC
  A: . | B: -5 | C: -0.1 | D: 5 | E: -2 | F: 2 | G: -1 | H: . | I: -6 | J: -6
2: CCOC(=O)c1ccc(NC(=O)c2cc(S(=O)(=O)N3CCOCC3)ccc2O)cc1
  A: 15 | B: 3 | C: -0.4 | D: 7 | E: 3 | F: -4 | G: -16 | H: 1 | I: 1 | J: -2
3: Cc1cccc(NC(=O)C2COc3ccccc3O2)n1 (centres undefined)
  A: -7 | B: 9 | C: -0.5 | D: 1 | E: 0 | F: -8 | G: -2&-12 | H: 3 | I: -4 | J: 2
4: Cc1c(NC(=O)c2ccc3c(c2)OCO3)cccc1-c1nc2ncccc2o1
  A: -1 | B: -1 | C: -0.2 | D: 17 | E: 7 | F: 6 | G: -13 | H: -8 | I: -3 | J: 1
5: COc1ccc(-n2ncc3c(N4CCC(C)CC4)ncnc32)cc1
  A: 10 | B: 0 | C: -0.8 | D: 17 | E: 12 | F: 1 | G: -11 | H: 4 | I: 6 | J: -11
6: O=c1nc2n(Cc3ccccc3)c3ccccc3cc-2c(=O)[nH]1
  A: -43 | B: 0 | C: . | D: -4 | E: . | F: . | G: . | H: -12 | I: 1 | J: .
7: Cc1cc(=O)oc2cc(OC(C)C(=O)Nc3ccc(N4CCCCC4)cc3)ccc12 (centres undefined)
  A: 16 | B: -9 | C: -5.5 | D: 33 | E: 2 | F: -7 | G: -5 | H: -1 | I: 5 | J: 9
8: CC1=NN(C(N)=S)C(=O)C1N=Nc1cc(Cl)ccc1Cl (centres undefined)
  A: -7 | B: 3 | C: 1.7 | D: 22 | E: 10 | F: -8 | G: -7 | H: -3 | I: 1 | J: -2
9: CCCN1Cc2cccc(C(=O)Nc3ccc(S(=O)(=O)N4CCCCCC4)cc3)c2C1=O
  A: 3 | B: . | C: -3.3 | D: 30 | E: -2 | F: -22 | G: -17 | H: 0 | I: -1 | J: -4
10: COc1ccc(NC(=O)N(C)[C@H]2C[C@H]3c4[nH]c5ccc(-c6ccc(OC)cc6)cc5c4CCN3C[C@H]2[C@H](C)O)cc1
  A: 16 | B: . | C: -0.3 | D: . | E: -6 | F: -7 | G: . | H: 6 | I: . | J: -12

Some of the entries above, set out differently.
[8] CC1=NN(C(N)=S)C(=O)C1N=Nc1cc(Cl)ccc1Cl (centres undefined)
- CCHFV vOTU inh: -7
- Rv3671c protease: 3
- BoNT-A LC inh2: 1.7
- VHR inh abs: 22
- MazF activator: 10
- BoNT F protease: -8
- PriA SSB inh: -7
- PrPC TRFRET: -3
- 3CLpro inhibitor: 1
- Anthrax LF prot: -2

[9] CCCN1Cc2cccc(C(=O)Nc3ccc(S(=O)(=O)N4CCCCCC4)cc3)c2C1=O
- CCHFV vOTU inh: 3
- Rv3671c protease: .
- BoNT-A LC inh2: -3.3
- VHR inh abs: 30
- MazF activator: -2
- BoNT F protease: -22
- PriA SSB inh: -17
- PrPC TRFRET: 0
- 3CLpro inhibitor: -1
- Anthrax LF prot: -4

The results go on.
Keys: A = CCHFV vOTU inh; B = Rv3671c protease; C = BoNT-A LC inh2; D = VHR inh abs; E = MazF activator; F = BoNT F protease; G = PriA SSB inh; H = PrPC TRFRET; I = 3CLpro inhibitor; J = Anthrax LF prot
11: COc1ccc(C(CNC(=O)c2cccc(S(=O)(=O)N3CCOCC3)c2)N2CCCC2)cc1 (centres undefined)
  A: -3 | B: -2 | C: -2.2 | D: . | E: 8 | F: -2 | G: 7 | H: -7 | I: . | J: 0
12: Cc1ccc(S(=O)(=O)N2CC(C)N(C(=O)N3CCOCC3)C2C)cc1 (centres undefined)
  A: -3 | B: 3 | C: 1.5 | D: -29 | E: -10 | F: 8 | G: -2 | H: 3 | I: 3 | J: 0
13: COc1ccc(CCNC(=O)c2c(O)c3ccccc3[nH]c2=O)cc1OC
  A: 22 | B: . | C: 4.0 | D: . | E: -1 | F: 21 | G: 9 | H: -6 | I: 1 | J: -9
14: NC(=O)NCC1CC1
  A: -17 | B: -6 | C: -0.5 | D: 25 | E: -9 | F: -10 | G: -8 | H: 0 | I: 0 | J: 0
15: Cc1ccnc2nc(C(=O)OCC(=O)N(Cc3ccccc3)C(C)C)nn12
  A: -2 | B: -2 | C: 0.4 | D: . | E: 8 | F: 6 | G: 3 | H: 2 | I: . | J: 0
16: COc1ccc(N(C(=O)C(C)C)S(=O)(=O)c2ccc3ccccc3c2)cc1
  A: 0 | B: -6 | C: -2.5 | D: 6 | E: 7 | F: -12 | G: -25 | H: -2 | I: -1 | J: 7
17: Cc1ccnc2nc(C(=O)OCC(=O)c3ccc(NC(=O)CC(C)C)cc3)nn12
  A: 17 | B: 2 | C: 0.7 | D: . | E: 5 | F: 2 | G: 0 | H: 8 | I: . | J: -10
18: O=C(Nc1ccccc1)c1cnc(-c2ccccc2)nc1-c1ccccc1
  A: 9 | B: -9 | C: -1.5 | D: 0 | E: -9 | F: -3 | G: -8 | H: 3 | I: 2 | J: -4
19: COc1ccc(CCN2C(=O)CC(NNC(=O)c3ccc(F)cc3)C2=O)cc1OC (centres undefined)
  A: 7 | B: 1 | C: -2.1 | D: 6 | E: 1 | F: -11 | G: -2 | H: 1 | I: 0 | J: -4
20: O=C(NNC(=O)c1cc(-c2ccccc2)nc2ccccc12)c1csc(N2CCOCC2)n1
  A: 5 | B: 5 | C: 0.4 | D: . | E: 9 | F: 5 | G: -3 | H: -13 | I: . | J: -4
21: C/C(=N\Nc1ccc([N+](=O)[O-])cc1)c1cccc(N)c1
  A: 14 | B: -7 | C: -0.9 | D: 18 | E: 4 | F: -15 | G: . | H: -20 | I: 4 | J: -8
22: CC(=O)N1N=C(c2cccc([N+](=O)[O-])c2)OC1c1ccc(Cl)cc1Cl (centres undefined)
  A: -5 | B: -2 | C: -0.5 | D: 27 | E: 13 | F: 0 | G: 17 | H: -12 | I: 3 | J: 0
23: O=C(Nc1nc(-c2cc(F)ccc2F)cs1)c1ccccn1
  A: 5 | B: -5 | C: -2.3 | D: 7 | E: -24 | F: -7 | G: -3 | H: 0 | I: 1 | J: -5
24: O=C1c2ccc(Cl)cc2S(=O)(=O)c2cccc(C(=O)N3CCN(c4ncc(Br)cn4)CC3)c21
  A: 5 | B: 0 | C: -0.4 | D: . | E: 0 | F: -4 | G: 28 | H: -15 | I: . | J: -11
25: CCc1cccc(NC(=O)C2CCN(S(=O)(=O)c3ccc4[nH]c(=O)ccc4c3)CC2)c1
  A: 7 | B: -8 | C: -0.1 | D: 17 | E: 6 | F: -11 | G: -9 | H: -3 | I: -3 | J: -7
26: CCN(CC)C(=O)c1cccc(-c2csc(C(C)(O)c3ccc(OC)cc3)n2)c1 (centres undefined)
  A: 4 | B: . | C: -0.1 | D: . | E: . | F: -10 | G: . | H: 15 | I: . | J: 3
27: Cc1ccc(-c2ccc(CCC(=O)O)n2CC(=O)O)cc1
  A: . | B: 1 | C: 0.7 | D: -26 | E: -5 | F: 2 | G: -9 | H: . | I: 0 | J: 0
28: CN(C)c1ccc(/C=N/NC(=O)CCCCCNC(=O)c2ccccc2)cc1
  A: -4 | B: 1 | C: -1.5 | D: -5 | E: 1 | F: -4 | G: i | H: -6 | I: 3 | J: 0
29: CC1CCN(Cc2c(C(=O)N/N=C/c3cc(Cl)ccc3O)nnn2-c2nonc2N)CC1
  A: 2 | B: 6 | C: 1.2 | D: 31 | E: -63 | F: -1 | G: . | H: 4 | I: 0 | J: 0
30: CCCS(=O)(=O)N1CCCC(C(=O)NCCCN2CCN(c3ccccc3F)CC2)C1 (centres undefined)
  A: 4 | B: 2 | C: -1.1 | D: 30 | E: 7 | F: 6 | G: -20 | H: -5 | I: -5 | J: -5
31: Cc1cc(NC(=O)COC(=O)c2ccc(S(=O)(=O)N3CCCC3)cc2)no1
  A: 6 | B: -8 | C: -0.6 | D: 34 | E: 3 | F: 2 | G: 5 | H: -4 | I: -4 | J: 1
32: COc1ccc(CCN(C(=O)c2ccco2)C(C(=O)NC2CCCC2)c2ccncc2)cc1OC (centres undefined)
  A: 0 | B: -14 | C: 0.3 | D: 35 | E: 2 | F: 2 | G: 2 | H: 7 | I: 1 | J: 0
33: Cc1cc(C(=O)c2ccccc2)c(NC(=O)CN2CCOCC2)s1
  A: 7 | B: -2 | C: -0.7 | D: 17 | E: -3 | F: -5 | G: -2 | H: -2 | I: 0 | J: 0
34: CC(C)Cn1cnc2c(SCCc3ccccc3)nc(N)nc21
  A: 2 | B: . | C: 0.0 | D: . | E: 3 | F: -7 | G: -8 | H: 3 | I: . | J: -4
35: COc1ccccc1NC(=S)N1CCC(c2nc3cc(C)c(C)cc3[nH]2)CC1
  A: 12 | B: 1 | C: -1.6 | D: 34 | E: -4 | F: -14 | G: 11 | H: -12 | I: 7 | J: -3
36: CCCCN1CCNC[C@@H]1c1ccccc1
  A: 17 | B: 1 | C: 1.0 | D: . | E: 3 | F: -5 | G: -5 | H: -1 | I: . | J: 1
37: COc1ccc(CNC(=O)c2cc3c(=O)n4ccccc4nc3n(CC3CCCO3)c2=N)cc1 (centres undefined)
  A: -6 | B: 2 | C: 1.6 | D: 36 | E: 6 | F: 12 | G: 0 | H: -38 | I: . | J: -8
38: COC(=O)C1CCN(C(c2cc(OC)c(OC)c(OC)c2)c2sc3nc(C)nn3c2O)CC1 (centres undefined)
  A: 4 | B: -1 | C: -0.4 | D: 16 | E: -3 | F: 2 | G: -4 | H: -12 | I: 3 | J: 0
39: COc1ccc(NC(=O)COc2cccc(-n3cnnn3)c2)cc1
  A: 6 | B: 6 | C: 1.1 | D: -4 | E: 11 | F: 21 | G: -4 | H: 1 | I: 1 | J: -2
40: COc1cc(NC(=S)NCc2ccco2)c(OC)cc1Cl
  A: -1 | B: -19 | C: -1.3 | D: 16 | E: 7 | F: -7 | G: 0 | H: -2 | I: 2 | J: -4
41: COc1ccccc1CNc1cncnc1
  A: -18 | B: 1 | C: -3.8 | D: -22 | E: -15 | F: -4 | G: -1 | H: -1 | I: 0 | J: -13
42: COCCN(C)Cc1cn(-c2ccc(F)cc2F)nc1-c1ccccc1C
  A: -9 | B: 8 | C: 1.8 | D: 1 | E: -23 | F: 9 | G: -5 | H: 1 | I: -3 | J: 5
43: COc1ccc(C#Cc2cccc(-c3nc(C(=O)NCc4ccc(Oc5ccccc5)cc4)cc4c3[C@@H](CCO)N(S(=O)C(C)(C)C)C4)c2)cc1OC (some centres undefined)
  A: 2 | B: . | C: -1.4 | D: . | E: . | F: -25 | G: . | H: 3 | I: . | J: 2
44: CCn1c(SCC(=O)Nc2nc3ccccc3s2)nc2c(c1=O)SC(C)C2 (centres undefined)
  A: 15 | B: -5 | C: . | D: 28 | E: 13 | F: . | G: 10 | H: 22 | I: -3 | J: .
45: Cc1nn(-c2ccc(F)cc2)c2sc(C(=O)OC3CCOC3=O)cc12 (centres undefined)
  A: 2 | B: -8 | C: 0.4 | D: 2 | E: 1 | F: -6 | G: -11 | H: 2 | I: 0 | J: 3
46: CC[C@H](NC(=O)CC[C@H]1O[C@@H](n2cnc3c(NC(=O)c4ccccc4)ncnc32)[C@H](O)[C@@H]1O)c1ccccc1
  A: -12 | B: . | C: 0.3 | D: . | E: . | F: 3 | G: . | H: 2 | I: . | J: 1
47: CNC[C@@H]1Oc2ccc(NC(=O)Nc3ccccc3)cc2C(=O)N([C@@H](C)CO)C[C@H]1C
  A: -6 | B: 1 | C: -0.1 | D: . | E: -4 | F: -6 | G: -1 | H: 2 | I: . | J: -2
48: CCc1nc2c(OCC3CCCCC3)cccn2c1N(C)C(=O)c1ccc(C)cc1
  A: 19 | B: . | C: 0.1 | D: . | E: . | F: 3 | G: . | H: 17 | I: . | J: -7
49: CCCc1cc(C(=O)NC(C)C2CCCO2)cs1 (centres undefined)
  A: 5 | B: 3 | C: 0.1 | D: 24 | E: -2 | F: 0 | G: 5 | H: 6 | I: 0 | J: 0
50: O=C(O)c1ccccc1C(=O)NCCc1c(C(=O)O)[nH]c2ccc(F)cc12
  A: -11 | B: 1 | C: -7.7 | D: 21 | E: 9 | F: -22 | G: -4 | H: 6 | I: -3 | J: -13

Screening results (PubChem BioAssay)
